Screening results deposited in PubChem by Broad Institute.
PAX8 reporter – PAX8 transcriptional activity inhibition | RMG-I TPO-luciferase reporter, SteadyGlo, 24 h | inhibition, % at 12.6 µM | 1.2% of 360,000 active | AID 652154;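 active means mean replicate inhibition at least 60% with every replicate also reaching 60%; inconclusive means only one of the two criteria is met; inactive means mean below 60% and not all replicates reaching 60%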;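 further: luciferase light reporting Pax8 driven TPO promoter activity; plate controls were median of neutral control wells for no effect and mitoxantrone controls for full effect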
EWS-Fli inh – inhibitors of EWS/Fli oncoprotein transcriptional activity | A673 NR0B1-luciferase reporter, viability-normalised | inhibition, % at 12.6 µM | 0.67% of 350,000 active | AID 651661;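 active means mean inhibition of at least 50% after viability correction, with every replicate also passing that limit; inconclusive means mean reaches 50% but only one of two replicates passes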;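 further: firefly luciferase signal divided by Alamar Blue viability fluorescence both relative to DMSO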
XiGFP reactiv – X-chromosome reactivation activator. XiGFP mouse fibroblasts, % GFP-positive cells imaging, 3 d; cells co-treated with 5-aza-dC sensitizer; scaled so ellipticine positive control = 100%. activation, % at 7.58 µM. 0.055% of 360,000 active. AID 743238;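 active means mean normalized replicate activation at least 10% and every replicate at or above 10%; inconclusive means only one of the two criteria met; inactive means mean below 10% and not all replicates reach 10%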;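 further: 0% = median of on-plate neutral control wells and 100% = ellipticine 6 µM median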
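Assay system: SV40-immortalized XiGFP fibroblast cells, line 68-5-11; buffer or medium: DMEM plus 5-aza-dC sensitizer; compound: one concentration, pinned; timing: compounds 3 days, fix/stain 15 min at room temperature; benchmarks: positive control ellipticine, 6 µM final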
F508del corr – correctors of CFTR F508del function in bronchial epithelial cells | CFBE cells, YFP halide quenching; stimulated with forskolin plus potentiator P3; % fluorescence drop versus neutral controls | activity (quench increase), % at 7.58 µM | 0.36% of 350,000 active;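 active means mean added fluorescence quench of at least 8% versus neutral control, with both replicates also reaching 8%; inconclusive means only one of the mean or replicate conditions met; inactive means mean below 8% and not both replicates reaching 8%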;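 further: cells transiently co-express mutant CFTR-F508del with the halide-sensitive YFP; corrector assay measuring rescue of mutant channel to the surface after 24 h compound exposure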
ERp5 inh – blocks human ERp5 reductase activity on insulin; Q15084; ERp5 insulin aggregation, absorbance 650 nm, 90 min; inhibition, % at 9.99 µM; 0.05% of 350,000 active;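 active means mean replicate inhibition above about 25%, with every replicate also reaching it, limit read from the data, passing the limit was not always enough; inconclusive means only one of those two criteria met; inactive means neither criterion met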
Target sequence (Q15084 whole entry, looked up): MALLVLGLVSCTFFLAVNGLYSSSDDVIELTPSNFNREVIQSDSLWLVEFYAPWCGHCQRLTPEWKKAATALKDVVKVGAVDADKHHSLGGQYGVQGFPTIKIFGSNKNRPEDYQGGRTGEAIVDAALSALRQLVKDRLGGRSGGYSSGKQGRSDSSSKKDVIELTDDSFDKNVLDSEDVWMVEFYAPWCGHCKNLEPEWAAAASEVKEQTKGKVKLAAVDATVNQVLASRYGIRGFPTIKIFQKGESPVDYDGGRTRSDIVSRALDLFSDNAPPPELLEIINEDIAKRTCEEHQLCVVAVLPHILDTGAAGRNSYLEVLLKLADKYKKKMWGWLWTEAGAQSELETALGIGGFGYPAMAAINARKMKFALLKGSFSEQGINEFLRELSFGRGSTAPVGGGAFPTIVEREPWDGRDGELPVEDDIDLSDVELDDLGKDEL
ARNT TACC3 PPI – disrupts binding between human ARNT and TACC3; Q9Y6A5; AlphaScreen His-ARNT PAS-B/GST-TACC3 binding, luminescence; TACC3 fragment carries E629A point mutation; inhibition, % at 9.99 µM; 0.66% of 390,000 active;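 active means mean inhibition of replicates at least 50% and at least half of replicates each reaching 50%; inconclusive means half or more replicates reach 50% but mean below 50%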;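 further: 0% = complete ARNT plus TACC3 wells and 100% = ARNT alone without TACC3; many hits fall short of the cut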
INS-1E GSIS act – primary screen for activators of insulin secretion dependent on glucose, INS-1E cells, GLuc reporter luminescence; INS-1E GLuc reporter insulin secretion, 2-3 h; activation, % at 16.6 µM; 0.61% of 370,000 active;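 active means lowest replicate activation of at least 40%, so every replicate reaches that level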;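 further: 0% = median of neutral control wells and 100% = median of IBMX positive control wells; some compounds called inactive have numbers as strong as hits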
DENV2 CPE rescue – inhibitors of DENV2 cytopathic effect; AID 651640; 1.7% of 350,000 active; CPE inhibition, % at 9.99 µM; DENV2-infected cells, cytopathic effect rescue, plate reader; in the data active means CPE inhibition above about 20%, passing the limit was not always enough; inconclusive means no clear call, values can overlap the other calls; tested in BHK-21 cells;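 further: 0% = median of neutral control wells and 100% = median of positive control wells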
* marks the source's active call; other numbers are inactive results; u = inconclusive; x = not tested or not shown.

SMILES | PAX8 reporter | EWS-Fli inh | XiGFP reactiv | F508del corr | ERp5 inh | ARNT TACC3 PPI | INS-1E GSIS act | DENV2 CPE rescue
COCC(=O)N1C[C@@H](C)[C@H](OC)CN(C)C(=O)c2ccc(NC(=O)c3ccc(OC)cc3)cc2OC[C@H]1C | -5 | -2 | 0.0 | 0.4 | x | x | -10 | x
O=C(C[C@H]1CC[C@@H](NC(=O)Nc2ccc(F)cc2)[C@@H](CO)O1)NCc1cccc(F)c1 | x | 1 | -0.2 | -0.1 | 4 | -16 | -13 | 4
O=C(c1cc(Sc2ccc(Cl)cc2)nc2ccccc12)N1CCN(c2ccccn2)CC1 | 16 | 13 | -0.1 | 2.4 | -1 | -3 | -3 | -5
CCOCCCNC(=O)Cn1cnc2c(cnn2-c2ccc(F)cc2)c1=O | 7 | 1 | 0.2 | -0.4 | 3 | 9 | 1 | 1
CCC/C(=C1/c2ccccc2C(=O)N1c1ccccc1)c1ccc2c(c1)OCO2 | 4 | 4 | 0.1 | -3.1 | 2 | 7 | -1 | 11
Cc1cc(C(=O)COC(=O)COc2ccccc2C#N)c(C)n1CC1CCCO1 (stereo not drawn) | 5 | -5 | 0.1 | 0.2 | -2 | -15 | -7 | -2
Cc1ccc(NC(=O)CCC(=O)c2cccs2)c(Br)c1 | -136 | x | 0.1 | 0.0 | 7 | -7 | -5 | 3
CN(C(=O)c1cccc(NC(=O)Cc2ccc(NC(=O)C3CCN(C(=O)C4CCCC4)CC3)cc2)c1)C1CCCCC1 | 18 | -13 | 0.3 | 0.6 | 3 | -2 | -6 | 4
COCCN(C(=O)COC(=O)Cc1ccc(Cl)cc1Cl)c1c(N)n(Cc2ccccc2)c(=O)[nH]c1=O | 2 | -21 | 0.7 | -0.1 | 1 | -2 | -9 | -7
O=C(CSc1ccccc1)Nc1ccc(NC(=O)c2ccco2)cc1 | x | -23 | x | -1.7 | 3 | 1 | 1 | 11
O=C(CNC(=O)c1ccccc1Cl)NCC(c1cccs1)N1CCOCC1 (stereo not drawn) | 0 | 2 | 0.0 | -2.3 | 0 | 2 | 0 | -9
CCCC#Cc1ccc2c(c1)O[C@@H](CN(C)C(=O)C1CC1)[C@@H](C)CN([C@H](C)CO)S2(=O)=O | x | 7 | 0.1 | -4.2 | 1 | 11 | -12 | -4
CN1CCC(N(C)C(=S)NC(=O)c2cc(-c3cccc(Br)c3)nc3ccccc23)CC1 | -2 | 0 | -0.1 | -0.1 | 7 | 5 | 4 | 11
O=C(CCNC(=O)c1ccc([N+](=O)[O-])cc1)Nc1cccc(S(=O)(=O)N2CCOCC2)c1 | 14 | 2 | 0.1 | -1.1 | 4 | 6 | x | 1
CCOC(=O)c1ccc(S(=O)(=O)NCCN2CCOCC2)cc1 | -9 | 7 | 0.0 | 1.7 | 2 | -2 | 4 | 1
Cc1nc2ccccc2c(=O)n1/N=C/c1ccccc1F | -110 | -49 | 0.0 | 1.0 | 4 | 5 | 14 | 2
COc1ccccc1CNC(=O)Cc1ccc(OC)c(OC)c1 | 11 | 25 | 0.2 | 0.2 | -4 | -1 | 1 | 0
CC(Sc1ccccc1)C(=O)NCC(c1ccco1)N1CCCCC1 (stereo not drawn) | -6 | 2 | 0.6 | -0.3 | 5 | -11 | 12 | 107*
COCCn1c(C)c(C)c2c(NCCc3ccccc3)ncnc21 | -26 | 38 | 0.2 | -1.0 | -2 | 5 | 2 | -5
O=C(CSc1n[nH]c(-c2ccccc2)n1)Nc1ccccc1O | 18 | 16 | 0.0 | -1.2 | 5 | -11 | -4 | 6
CC1=C(C(=O)N(C)C)CC(CC(=O)NC2CCCCC2)C(=O)N1CCCN1CCCC1=O (stereo not drawn) | -5 | 5 | -0.1 | -0.9 | 1 | x | 19 | -6
O=C(NC[C@@H]1[C@H](c2ccccc2)[C@@H](CO)N1C(=O)Cc1cccnc1)C1CCC1 | 8 | -5 | 0.0 | 0.0 | x | 1 | 0 | u
CCN(C[C@H]1N[C@@](Cc2ccccc2)(C(=O)OC)[C@H]2C(=O)N(C)C(=O)[C@@H]12)S(=O)(=O)c1ccccc1 | -11 | 2 | -0.2 | -1.5 | 0 | -2 | -7 | 5
Cc1noc(C)c1S(=O)(=O)Nc1cccc2c1O[C@H](CN(C)C(=O)Nc1ccc3c(c1)OCO3)[C@H](C)CN([C@H](C)CO)C2=O | x | -2 | -0.7 | -2.5 | 0 | -7 | -7 | 4
Cc1ccc(N(C(=O)c2csnn2)C(C(=O)NC2CCCCC2)c2ccccn2)c(C)c1 (stereo not drawn) | 2 | -5 | 0.0 | 0.1 | 4 | -2 | 20 | 6
Cc1ccc(NC(=O)CNNC(=O)c2cccc([N+](=O)[O-])c2)cc1[N+](=O)[O-] | x | -11 | -0.1 | 2.5 | 4 | 1 | 26 | -4
O=C(Nc1c[nH]c2c(Cl)cccc2c1=O)N1CCN(c2ccccn2)CC1 | -18 | -14 | 0.0 | 1.3 | 3 | -5 | 9 | -1
Cc1ccccc1NC(=O)CCNS(=O)(=O)c1cccc2nsnc12 | -9 | -5 | 0.1 | -0.3 | 1 | -2 | 4 | 5
COc1ccc(NS(=O)(=O)c2cccc(C(=O)NCC3CCCO3)c2)cc1 (stereo not drawn) | -3 | -3 | 0.0 | -5.0 | 14 | -8 | 4 | 6
CN(C)S(=O)(=O)c1ccc(Cl)c(NC(=O)CN2C(=O)NC(C)(C3CC3)C2=O)c1 (stereo not drawn) | 19 | 9 | -0.2 | 3.4 | 0 | -14 | 21 | 4
COc1ccc2c3c(n(C)c2c1)[C@H](CO)N(C(=O)Nc1ccc(F)cc1)CC31CCN(C(=O)CC2CC2)CC1 | x | 4 | 0.3 | 2.4 | 0 | x | -16 | -9
COc1cc(OC)c(OC)cc1CNCc1ccco1 | -3 | 2 | 0.0 | 1.1 | -4 | -3 | 11 | -2
CCCN1C(=O)c2ccccc2NC1c1ccc(Cl)cc1 (stereo not drawn) | -2 | 4 | 0.2 | -1.1 | -2 | -6 | -18 | -1
O=C1Nc2cnc(Cl)nc2Nc2ccccc21 | 3 | 3 | 0.1 | -4.2 | 2 | x | 87* | 5
CC(=O)Nc1ccc(S(=O)(=O)N(C)c2ccc(OCC(=O)OCC(=O)N3CCCCC3)cc2)cc1 | 2 | 1 | 0.1 | 1.7 | -1 | 4 | 1 | x
O=C(NCc1ccccn1)Nc1ccccc1F | -19 | -24 | 0.0 | 4.1 | 7 | -5 | 5 | 6
COc1cccc(C(C)(O)c2nc(-c3ccc(F)c(Cl)c3)cs2)c1 (stereo not drawn) | -15 | 11 | 0.0 | -3.3 | 4 | x | -22 | -1
O=C(CC1SC(=NC2CCCCC2)NC1=O)Nc1ccccc1 (stereo not drawn) | x | 1 | x | -1.6 | 1 | -26 | -1 | x
COCC(=O)NC[C@H]1[C@H](c2ccc(C3=CCCC3)cc2)[C@@H](CO)N1C(=O)C1CC1 | 3 | 0 | 0.7 | 1.6 | -2 | -6 | 3 | -11
Cc1ccc(-c2cnc3c(c2)C(=O)N([C@H](C)CO)C[C@@H](C)[C@@H](CN(C)C(=O)Cc2ccncc2)O3)cc1 | x | -4 | -0.1 | -2.1 | 1 | -9 | -2 | 1
CCn1c(C)nnc1SCC(=O)Nc1ccccc1OC | -5 | 9 | 0.0 | -1.3 | 5 | 5 | 5 | 5
O=C(CN1CCOCC1)NCc1ccccc1Cl | -24 | 1 | 0.1 | 0.4 | 9 | 6 | -4 | u
COc1cccc(C2C(C(=O)Nc3ccccc3)=C(C)N=c3s/c(=C/c4ccc(OCC(=O)O)cc4)c(=O)n32)c1 (stereo not drawn) | -7 | x | 0.0 | x | x | 22 | 11 | x
C[C@@H](C(=O)Nc1ccc2ccccc2c1)[C@H]1C[C@]1(C)[C@H](NC(=O)c1cnccn1)c1ccccc1 | 14 | 8 | 0.0 | -2.3 | 0 | -18 | -22 | 0
CCOC(=O)N1CCN(CC(=O)N2c3ccccc3CCc3ccccc32)CC1 | 26 | 0 | 0.0 | 0.9 | -6 | 1 | 7 | x
Cn1nnnc1SCCNC(=O)C1CCC(=O)N(Cc2ccc(Cl)cc2)C1 (stereo not drawn) | -2 | -2 | 0.0 | 0.9 | 5 | -10 | 3 | 0
O=C(C[C@@H]1C[C@@H]2c3cc(NC(=O)Nc4ccccc4)ccc3O[C@@H]2[C@H](CO)O1)NCC(F)(F)F | -15 | 2 | 0.1 | 0.8 | -3 | -6 | 1 | 3
Cc1ccc(S(=O)(=O)N(C)C[C@H]2OCCCC[C@H](C)Oc3ccc(NC(=O)c4ccccc4)cc3C(=O)N([C@H](C)CO)C[C@H]2C)cc1 | -8 | 6 | 0.1 | -0.4 | -3 | 8 | -6 | 2
COc1ccc(OCC(=O)N2CCCC(Nc3ccc(C)c(C)c3)C2)cc1 (stereo not drawn) | -16 | -4 | 0.1 | 2.8 | 3 | x | x | 5
CCc1nnc(NS(=O)(=O)c2ccc(NC(=O)c3cccc4ccccc34)cc2)s1 | -5 | 3 | 0.1 | x | 6 | x | 3 | -1
O=C(Nc1ccc(F)cc1Cl)C1CCN(C(=O)Nc2ccccc2)CC1 | -16 | x | 0.2 | 0.7 | 2 | x | 1 | -8
C=C(C)CSc1cc(C)c(C#N)c2nc3ccccc3n12 | -25 | 13 | 0.0 | -1.8 | 2 | 3 | 21 | -3
CCCN(C(=O)C(NC(=O)c1ccccc1)C(C)C)c1c(N)n(Cc2ccccc2)c(=O)[nH]c1=O (stereo not drawn) | 0 | -4 | 0.4 | -0.1 | 5 | 6 | 4 | -10

Entries of single compounds, quoted from the list. Values in the order: PAX8 reporter	EWS-Fli inh	XiGFP reactiv	F508del corr	ERp5 inh	ARNT TACC3 PPI	INS-1E GSIS act	DENV2 CPE rescue
`CC(=O)Nc1ccc(S(=O)(=O)N(C)c2ccc(OCC(=O)OCC(=O)N3CCCCC3)cc2)cc1` is listed with 2	1	0.1	1.7	-1	4	1	x
`COCCN(C(=O)COC(=O)Cc1ccc(Cl)cc1Cl)c1c(N)n(Cc2ccccc2)c(=O)[nH]c1=O` is listed with 2	-21	0.7	-0.1	1	-2	-9	-7

Seven entries from above, tab-delimited.
molecule	PAX8 reporter	EWS-Fli inh	XiGFP reactiv	F508del corr	ERp5 inh	ARNT TACC3 PPI	INS-1E GSIS act	DENV2 CPE rescue
Cn1nnnc1SCCNC(=O)C1CCC(=O)N(Cc2ccc(Cl)cc2)C1 (stereo not drawn)	-2	-2	0.0	0.9	5	-10	3	0
O=C(C[C@@H]1C[C@@H]2c3cc(NC(=O)Nc4ccccc4)ccc3O[C@@H]2[C@H](CO)O1)NCC(F)(F)F	-15	2	0.1	0.8	-3	-6	1	3
Cc1ccc(S(=O)(=O)N(C)C[C@H]2OCCCC[C@H](C)Oc3ccc(NC(=O)c4ccccc4)cc3C(=O)N([C@H](C)CO)C[C@H]2C)cc1	-8	6	0.1	-0.4	-3	8	-6	2
COc1ccc(OCC(=O)N2CCCC(Nc3ccc(C)c(C)c3)C2)cc1 (stereo not drawn)	-16	-4	0.1	2.8	3	x	x	5
CCc1nnc(NS(=O)(=O)c2ccc(NC(=O)c3cccc4ccccc34)cc2)s1	-5	3	0.1	x	6	x	3	-1
O=C(Nc1ccc(F)cc1Cl)C1CCN(C(=O)Nc2ccccc2)CC1	-16	x	0.2	0.7	2	x	1	-8
C=C(C)CSc1cc(C)c(C#N)c2nc3ccccc3n12	-25	13	0.0	-1.8	2	3	21	-3
